BLM helicase inh – Bloom syndrome helicase (human) inhibition | 350,000 compounds, 0.2% hits | recombinant BLM DNA unwinding, fluorescence dequenching | P54132 | Potency, µM (titrated, usually from 56.1 µM), for inactives: at the top dose activity change, negative = inhibition, actives largely listed as inhibitors;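 also: plate controls were vehicle for no effect and no enzyme for full effect; nearly all actives have a fitted effect of over 35% in size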
Pol kappa inh – blocks human DNA polymerase kappa activity | Q9UBT6 | purified Pol kappa, fluorescent DNA synthesis assay, 10 min | Potency, µM (highest dose often 107 µM), for inactives: at the top dose activity, negative = inhibition, hits mostly inhibitors | 400,000 compounds, 0.53% hits; also: % is scaled to controls: 0 for no effect and ±100 for the full control effect
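Fluorescent qHTS in 1536-well format: enzyme (10 nM) and compound sat 15 min at room temperature before 50 nM substrate (final) was added. Signal taken at 0 and 10 min; no-enzyme buffer wells were negative controls.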
APEX1 inh – blocks human APE1 abasic DNA cleavage | P27695 | 350,000 compounds, 0.35% hits | recombinant APE1, TAMRA/BHQ-2 abasic DNA cleavage fluorescence | Potency, µM (highest dose often 65.8 µM), for inactives: top-dose activity change, negative = inhibition, usual class: inhibitors;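 also: plate controls were vehicle for no effect and reference inhibitor for full effect; nearly all actives have a fitted effect of over 55% in size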
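0.75 nM APE1 + cpd, 15 min RT; start w/ 50 nM TAMRA/BHQ-2 THF-abasic dsDNA; kinetic fluor 525/598 nm ×3 reads @60 s; Δ(read3−read1); normalized to DMSO and NSC13755 control wells.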
POLH inh – inhibitors of human DNA polymerase eta; Q9Y253; recombinant Pol eta, fluorescent DNA replication assay; Potency, µM (highest dose often 114 µM), for inactives: at the top dose activity change, negative = inhibition, usual class: inhibitors; 390,000 compounds, 1.2% hits; AID 588591; also: % is scaled to controls: 0 for no effect and ±100 for the full control effect
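Fluorescent replication assay: 50 nM final substrate added after a 15 min room-temperature compound preincubation with 10 nM enzyme. Signal taken at 0 min and again at 10 min.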
Pol iota inh – DNA polymerase iota (human) inhibition. Pol iota fluorescent replication assay, 10 min. Potency, µM (top dose mostly 115 µM), for inactives: top-dose activity, negative = inhibition, hits mostly inhibitors. 390,000 compounds, 1% hits
Target sequence (Q9UNA4 whole entry, looked up): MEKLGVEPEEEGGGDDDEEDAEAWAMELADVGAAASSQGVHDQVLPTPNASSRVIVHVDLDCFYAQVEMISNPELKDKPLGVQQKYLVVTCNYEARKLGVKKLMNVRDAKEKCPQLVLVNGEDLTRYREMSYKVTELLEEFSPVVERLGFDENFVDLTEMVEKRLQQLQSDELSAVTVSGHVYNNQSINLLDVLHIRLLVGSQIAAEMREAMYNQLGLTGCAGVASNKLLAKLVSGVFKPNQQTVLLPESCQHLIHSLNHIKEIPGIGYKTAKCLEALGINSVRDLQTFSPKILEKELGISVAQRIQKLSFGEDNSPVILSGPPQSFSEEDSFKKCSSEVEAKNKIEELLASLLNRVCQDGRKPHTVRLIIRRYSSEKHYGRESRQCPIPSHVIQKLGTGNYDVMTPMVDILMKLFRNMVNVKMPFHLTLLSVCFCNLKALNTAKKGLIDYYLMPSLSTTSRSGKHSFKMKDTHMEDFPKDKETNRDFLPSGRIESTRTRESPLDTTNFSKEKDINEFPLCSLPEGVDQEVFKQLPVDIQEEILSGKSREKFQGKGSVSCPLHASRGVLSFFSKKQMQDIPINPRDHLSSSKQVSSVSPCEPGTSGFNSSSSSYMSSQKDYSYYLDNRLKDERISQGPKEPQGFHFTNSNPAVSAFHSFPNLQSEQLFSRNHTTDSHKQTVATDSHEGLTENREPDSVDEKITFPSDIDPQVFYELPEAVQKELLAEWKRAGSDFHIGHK
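Fluorescent replication assay read twice, at 0 min and 10 min after adding 50 nM (final) substrate. Enzyme (10 nM) and compounds were first incubated 15 min at room temperature; enzyme-free buffer wells were negative controls.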
JMJD2A Tudor inh – inhibitors of human JMJD2A Tudor domain | O75164 | AlphaScreen JMJD2A-Tudor / H3K4me3 peptide binding | Potency, µM (series often up to 114 µM), without a hit: top-dose activity change, negative = inhibition, most hits filed as inhibitors | 390,000 compounds, 4.4% hits; also: % is scaled to controls: 0 for no effect and ±100 for the full control effect; nearly all actives have a fitted effect of over 50% in size
BAZ2B inh – blocks human BAZ2B; Q9UIF8; AlphaScreen BAZ2B-H3K14Ac peptide displacement; Potency, µM (series often up to 114 µM), for inactives: at the highest dose activity change, negative = inhibition, usual class: inhibitors; 360,000 compounds, 4.4% hits; AID 504333; also: % is scaled to controls: 0 for no effect and ±100 for the full control effect; nearly all actives have a fitted effect of over 60% in size
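BAZ2B 50 nM plus b-H3(5-23)K14Ac 50 nM, PBS pH 7.4/0.01% Tween-20, 30 min RT; compound added (max 110 uM), 30 min RT; streptavidin donor/Ni-chelate acceptor beads 10 ug/mL final, 20 min dark; AlphaScreen read.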
Pol beta inh – inhibitors of human DNA polymerase beta | P06746 | Pol beta primer extension/strand displacement, fluorescence kinetic | Potency, µM (series often up to 114 µM), for inactives: at the highest dose activity change, negative = inhibition, most hits filed as inhibitors | 340,000 compounds, 1.3% hits | AID 485314; also: % is scaled to controls: 0 for no effect and ±100 for the full control effect
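Pol beta (10 nM) and compounds were preincubated 15 min at room temperature, then 50 nM substrate (final) started primer extension/strand displacement. Reads were taken at 0 and 10 min; concentration-response data were fitted to a four-parameter Hill equation.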
G9a inh – G9a (human) methyltransferase inhibition. 350,000 compounds, 8.8% hits. AID 504332. Potency, µM (series often up to 102 µM), inactives show at the highest dose activity, negative = inhibition, most hits filed as inhibitors. G9a H3K9 monomethylation, AlphaScreen, 2 h; also: % is scaled to controls: 0 for no effect and ±100 for the full control effect; nearly all actives have a fitted effect of over 75% in size
Target sequence (Q96KQ7 913-1193 limits assumed): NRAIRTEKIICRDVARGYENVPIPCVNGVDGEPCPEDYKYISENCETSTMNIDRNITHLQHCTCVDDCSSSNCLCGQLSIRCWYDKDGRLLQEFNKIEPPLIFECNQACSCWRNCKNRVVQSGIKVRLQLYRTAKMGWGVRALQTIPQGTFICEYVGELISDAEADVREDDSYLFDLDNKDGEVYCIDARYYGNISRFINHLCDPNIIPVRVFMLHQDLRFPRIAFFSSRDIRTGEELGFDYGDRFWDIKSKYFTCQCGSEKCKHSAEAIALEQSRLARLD
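Readings reflect AlphaScreen signal from monomethyl-H3K9 antibody detection. HMT at 20 nM; substrate b-H3K9 500 nM; cofactor SAM 20 uM; 2 h RT reaction; compounds tested as titrations in qHTS with 15 min preincubation.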
Active calls of the source: *; ? = inconclusive; / = no result given; & = joins results of further samples; [ ] = another dose, or the depositor's remark. Calls follow the shape of the dose curve; as a rule, active = well fitted curve in the direction sought with a large enough effect; inconclusive = small, poorly fitted or top-dose-only effect, or another doubt; inactive = no such curve, though single readings can be large; an effect the other way counts as inactive or inconclusive. Potency is read from the fitted curve at half-maximal effect. This is a subset (hit frequency here may not be typical).

SMILES	BLM helicase inh	Pol kappa inh	APEX1 inh	POLH inh	Pol iota inh	JMJD2A Tudor inh	BAZ2B inh	Pol beta inh	G9a inh
O=C(c1ccco1)N1N=C(c2cccs2)CC1c1ccco1 (stereo not given)	-5.7%	-15.7%	1.6%	-13.6%	21.7%	-26.2%	-13.1%	-27.5%	/
Cn1ncc2c(O/N=C(\N)c3ccc(C(F)(F)F)cc3)ncnc21	1.2%	-9.1%	0.3%	-8.8%	-4.7%	-12.3%	-12.5%	1.2%	10.8%
CC(CC(=O)O)CC(=O)Nc1ccc(S(N)(=O)=O)cc1 (stereo not given)	-1.2%	-0.8%	16.0%	-20.5%	2.5%	-9.4%	-3.5%[57.1 µM]	14.4%	4.5%[12.7 µM]
CCOc1ccc(N(CC(=O)NCc2ccc(F)cc2)S(=O)(=O)c2c(C)noc2C)cc1	-0.1%	-6.3%	14.9%	2.6%	-11.2%	-10.3%	7.8%	36.4%	?
CCN1CCN(C(=O)CSCc2nc(-c3ccc(OC)c(OC)c3)oc2C)CC1	-1.1%	-2.8%	?	1.4%	-21.2%	-12.1%	-33.3%	-14.6%	?
CCN1CCN(c2nc(C)nc3c2sc(=S)n3C)CC1	-3.3%	0.0%	-4.1%	-16.3%	2.3%	?	-4.6%	-18.3%	6.31µM*
COc1ccc(-n2c(SCC(=O)/C(C#N)=C(\C)N)nc3ccccc3c2=O)cc1OC	-13.4%	-12.5%	-3.0%	?	0.8%	-13.2%	-16.1%	24.1%	?
COc1ccc2occ(NC(C)=O)c2c1	0.0%	-2.2%	-6.3%	-14.5%	-0.1%	-0.9%	7.0%	24.7%	-9.3%[2.33 µM]
Cc1ccc(S(=O)(=O)NCCC(=O)NC2CCCC2)cc1	2.3%	-4.5%	-3.0%	-13.2%	4.2%	-6.7%	-0.5%	2.0%	13.0%
CCn1c(=O)cc(SCC(=O)Nc2ccc(C)c(F)c2)c2ccccc21	-0.2%	-3.8%	/	-17.7%	22.1%	-4.0%	-2.6%	0.3%	-2.5%[59 µM]
CCOc1ccc(NC(=O)CN(C)C(=O)CN2C(=O)c3ccc([N+](=O)[O-])cc3C2=O)cc1OCC	/	-11.3%	10.9%	-17.2%	1.0%	-11.0%	-0.4%	/	-28.8%
COc1ccccc1NC(=O)NCCN1CCN(c2cccc(Cl)c2)CC1	-1.6%&0.0%	11.9%&-0.1%	2.5%	-7.3%&1.3%	?	-17.1%&-21.9%	-1.7%&-5.4%	2.1%&-9.4%	20.7%
C[C@H](O)[C@@H]1C(=O)N2CCc3ccc(N4CCOCC4)cc3[C@@H]2C[C@@H]1N(C)C(=O)C(C)(C)C	/	-8.4%	/	-10.3%	?	-26.1%	/	/	/
CCOC(=O)N1CCN(C(=O)C2CCN(S(=O)(=O)c3ccc(NC(C)=O)cc3)CC2)CC1	-0.7%	10.3%	41.9%[activator]	10.2%	43.4%[activator]	0.0%	-11.6%	35.6%	20.7%
O=C(NCCc1ccc(F)cc1)Nc1ccccc1Cl	-0.6%	7.0%	-4.0%	-14.6%	9.8%	-5.5%	-3.5%	6.2%	/
O=C(C1CCC1)N1CCc2cc(S(=O)(=O)NCCCN3CCCCC3)ccc21	0.9%	0.9%	-2.8%	1.9%	27.9%	-19.3%	-30.4%	11.4%	-0.7%
Cc1c(C#N)c(SCC(N)=O)nc2c1CCCC2	-0.6%	-0.9%	-0.1%	-19.3%	12.3%	2.0%	13.4%	-1.7%	25.6%
CCOC(=O)C(NC(C)=O)(OCc1ccc(F)cc1)C(F)(F)F (stereo not given)	-0.4%	-15.6%	1.2%	-11.0%	5.1%	-10.3%	2.0%	-13.3%	12.9%[59 µM]
CCc1cc(C(=O)c2ccccc2)c(N)s1	-3.9%	-2.4%	40.0%	-22.0%	24.0%	-34.0%	?	0.2%	?
CC(=O)c1c(C)[nH]c(C(=O)CSc2nnc(-c3ccccc3)o2)c1C	0.4%	-5.3%	-4.0%	7.0%	-4.0%	-19.1%	-0.9%	30.4%	-23.0%
CN(C)S(=O)(=O)c1ccc(C(=O)Nc2nnc(-c3ccc4c(c3)CCCC4)o2)cc1	-8.8%	-19.2%	-2.5%	-3.4%	-1.9%	?	-0.6%	-21.1%	10.1%[59 µM]
O=C(Nc1ccc(Br)cc1)C1CCCN(S(=O)(=O)c2cccnc2)C1 (stereo not given)	-0.5%	-7.6%	-21.5%	12.9%	-3.9%	-5.5%	7.9%	-17.9%	-35.9%
COc1ccc(CNC(=O)C[C@H]2C[C@H](C(=O)N3CCCCC3)[C@@]3(C)c4[nH]c5cc(CCC(=O)N(C)C)ccc5c4CCN3C2=O)cc1OC	/	12.2%	28.1%	-3.7%	28.0%	-1.4%	/	/	/
CSCCC(NS(=O)(=O)c1ccc2c(c1)oc(=O)n2C)C(=O)N1CCN(c2cc(C)ccc2C)CC1 (stereo not given)	-4.1%	-9.5%[60.1 µM]	/	-5.0%	-15.3%	-22.1%	-13.9%	-22.0%	-27.9%[59 µM]

2 entries from above, field by field.
structure: Cc1c(C#N)c(SCC(N)=O)nc2c1CCCC2
  BLM helicase inh = -0.6%
  Pol kappa inh = -0.9%
  APEX1 inh = -0.1%
  POLH inh = -19.3%
  Pol iota inh = 12.3%
  JMJD2A Tudor inh = 2.0%
  BAZ2B inh = 13.4%
  Pol beta inh = -1.7%
  G9a inh = 25.6%

structure: CCc1cc(C(=O)c2ccccc2)c(N)s1
  BLM helicase inh = -3.9%
  Pol kappa inh = -2.4%
  APEX1 inh = 40.0%
  POLH inh = -22.0%
  Pol iota inh = 24.0%
  JMJD2A Tudor inh = -34.0%
  BAZ2B inh = ?
  Pol beta inh = 0.2%
  G9a inh = ?

Continued:
SMILES	BLM helicase inh	Pol kappa inh	APEX1 inh	POLH inh	Pol iota inh	JMJD2A Tudor inh	BAZ2B inh	Pol beta inh	G9a inh
O[N+]1=CC=CCC1=S.On1ccccc1=S.[Zn]	-20.8%	-3.5%[60.1 µM]	-4.5%	/	/	/	/	/	?
COc1ccc(OC)c(NC(=O)CS(=O)(=O)Cc2nc(-c3ccc(C)cc3)oc2C)c1	-7.5%	-10.5%	/	0.5%	47.8%[activator]	-29.0%	?	0.9%	-50.5%[59 µM]
Cc1cccnc1NC(=O)Nc1ccc(Cl)cc1	4.6%	3.0%	-7.8%	-5.9%	-24.1%	-9.0%	-3.2%	57.3%	-8.5%[0.501 µM]
COCCn1c(SCCOc2ccccc2)nc2ccccc2c1=O	-6.5%	-11.8%	-4.9%	-23.5%	80.0%[activator]	85.6%[activator]	45.7%[activator]	20.5%	140.7%[activator][59 µM]
COc1ccccc1NC(=O)c1sc2ncn(Cc3ccccc3C)c(=O)c2c1C	-5.7%	-6.2%[60.1 µM]	21.6%	-4.4%	0.2%	-22.5%	-0.7%	22.8%	20.8%[0.0925 µM]
Fc1cccc(Cc2noc(CN3CCCN(C4Cc5ccccc5C4)CC3)n2)c1	-7.8%	-8.2%	-11.2%	-4.1%	7.3%	-17.4%	-27.0%	-2.3%	?
CCn1c(N)cc(=O)[nH]c1=S	/	0.8%	/	-10.8%	1.2%	-9.7%	/	/	/
CCOc1ccc(S(=O)(=O)NC2CCCC2)cc1	-5.8%	5.5%	23.0%	-10.3%	-12.3%	16.7%	-26.2%	-0.6%	35.4%
Cc1cccc(NC(=O)CSCC(=O)Nc2ccccc2N2CCCC2)c1	-8.4%	-1.3%	3.8%	-15.4%	61.4%[activator]	?	35.5µM*	-26.3%	?
Cc1cc(-c2ccc(C(C)C)c(S(=O)(=O)NCCN3CCC(C)CC3)c2)on1	6.8%	-6.4%	34.8%	-8.6%	-0.1%	-13.2%	-23.5%	2.2%	?
COc1cc(-c2nc(S(=O)(=O)c3ccccc3)c(N3CCOCC3)o2)cc(OC)c1OC	-5.1%	-5.6%	2.9%	-13.3%	13.9%	-24.6%	-35.3%	-1.4%	-5.9%[12.7 µM]
CCOC(=O)[C@@H]1[C@H]2COc3ccccc3[C@@H]2N2C(=O)N(c3ccccc3)C(=O)[C@@]12C	-2.3%	-5.5%	5.9%	0.8%	?	-12.5%	-21.2%	10.2%	4.3%
COc1cc(S(=O)(=O)N2CCN(c3ccccc3F)CC2)ccc1Cl	-6.7%	-5.6%	-11.1%	-19.4%	9.7%	11.1%	1.4%	2.0%	6.3%[59 µM]
CC(C)n1c(NCc2c[nH]c3ccccc23)nc2ccccc21	5.6%	-16.7%	3.2%	-3.3%	45.2%[activator]	?	-29.2%	0.7%	0.6%[59 µM]
CC(C)OC(=O)NCCOC(=O)Nc1ccc(Cl)cc1	-3.1%	-4.7%	-7.9%	-8.9%	-0.8%	-12.1%	9.3%	44.7%	3.1%[0.501 µM]
CCOC(=O)Cn1nc(NC(=O)c2ccc(C(=O)OC)cc2)cc1C	-5.3%	-11.2%	-1.5%	-2.0%	178.8%[activator]	-16.2%	-24.1%	41.2%	/
COc1ccc(N[C@@H]2CCN3C(=O)c4ccccc4[C@@H]3C[C@H]2O)cc1	/	-17.7%	4.4%	-8.2%	33.3%[activator]	?	/	/	/
CCSc1nc(N)nc(-c2cccs2)c1C#N	-14.4%	-8.5%	-1.1%	-7.9%	8.6%	18.6%	24.0%	-0.3%	24.5%
COc1ccc(NC(=O)c2cc(-c3ccc(C)c(C)c3O)n[nH]2)cc1Cl	-13.2%	0.5%	5.4%	8.1%	9.3%	-2.3%	1.6%	-28.7%	-10.5%
CCc1ccc(NC(=O)CN(c2ccc(C)cc2)S(=O)(=O)c2c(C)nn(C)c2C)cc1	-3.1%	-4.8%	/	-11.5%	0.5%	4.0%	/	-21.6%	22.1%[59 µM]
CN(C)CCCNC(=O)c1cc(C(=O)c2ccccc2)c[nH]1	3.3%	-5.7%	18.4%	0.9%	4.5%	-11.0%	0.1%	-0.1%	0.1%[2.33 µM]
COCCN(Cc1ccccc1)C(=O)c1cc(S(=O)(=O)N2CCCCCC2)ccc1OC	/	-18.4%	1.7%	-11.5%	29.8%	-26.7%	-7.5%	/	11.1%[12.7 µM]
COc1ccc(C(=O)NC(C)c2ccc(-n3ccnc3)cc2)c(OC)c1 (stereo not given)	/	17.3%	/	-7.3%	19.9%	-3.8%	/	/	/
Cc1nn(CC(=O)NCc2cccnc2)c(=O)c2ccccc12	-1.0%	-10.7%	-1.5%	-2.2%	-5.1%	1.5%[11.4 µM]	-5.5%	-17.3%	-5.9%[12.7 µM]
